High-throughput results from PubChem BioAssay.
HKDC1 inh: inhibitors of human hexokinase HKDC1. Q2TB90. recombinant HKDC1, G6PDH/diaphorase resazurin coupled fluorescence. inhibition, % at 20 µM. hit rate 0.16% among 340,000. AID 493160;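 active = inhibition above about 35% when tested at 20 µM, limit read from the data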;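 note: plate controls were DMSO wells with enzyme for no effect and DMSO wells lacking enzyme for full effect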
Target sequence (Q2TB90 whole entry, looked up): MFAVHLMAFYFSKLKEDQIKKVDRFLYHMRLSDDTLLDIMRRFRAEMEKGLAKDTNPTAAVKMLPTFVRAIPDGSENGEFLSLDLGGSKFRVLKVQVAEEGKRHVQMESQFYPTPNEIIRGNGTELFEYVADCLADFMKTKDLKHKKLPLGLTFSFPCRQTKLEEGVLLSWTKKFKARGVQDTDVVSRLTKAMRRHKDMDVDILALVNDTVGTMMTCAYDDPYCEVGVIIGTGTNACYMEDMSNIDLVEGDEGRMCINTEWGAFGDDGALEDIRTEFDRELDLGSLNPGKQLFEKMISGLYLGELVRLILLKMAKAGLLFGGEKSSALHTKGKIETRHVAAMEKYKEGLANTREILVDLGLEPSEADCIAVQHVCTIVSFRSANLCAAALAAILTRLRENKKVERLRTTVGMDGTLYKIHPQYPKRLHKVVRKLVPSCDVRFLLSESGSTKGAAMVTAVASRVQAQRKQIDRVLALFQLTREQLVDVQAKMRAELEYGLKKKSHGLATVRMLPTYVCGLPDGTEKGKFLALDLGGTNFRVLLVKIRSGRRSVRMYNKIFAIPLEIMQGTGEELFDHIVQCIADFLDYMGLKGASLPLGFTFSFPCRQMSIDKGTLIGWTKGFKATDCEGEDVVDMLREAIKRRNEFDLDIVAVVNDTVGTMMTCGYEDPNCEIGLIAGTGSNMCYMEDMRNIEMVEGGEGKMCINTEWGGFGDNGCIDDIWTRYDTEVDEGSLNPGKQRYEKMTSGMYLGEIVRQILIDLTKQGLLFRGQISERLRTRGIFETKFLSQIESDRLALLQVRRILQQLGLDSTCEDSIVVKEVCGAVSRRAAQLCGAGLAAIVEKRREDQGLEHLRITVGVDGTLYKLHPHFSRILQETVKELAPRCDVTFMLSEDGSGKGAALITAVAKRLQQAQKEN
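Test system: recombinant HKDC1 (HK5) hexokinase enzyme, produced in-house; Amount: enzyme 5 µg/mL final; Buffer or medium: Tris pH 8.0 buffer with MgCl2, Tween-20, BSA, BME; Reagent: glucose and ATP substrates; Doses: 20 µM test compound, 1% DMSO; Incubation: 90 min reaction incubation at room temperature, dark; Detection: resorufin fluorescence at 613 nm.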
MPTP block: blocks calcium-induced mitochondrial swelling; isolated mouse mitochondria, Ca2+ swelling absorbance, 30 min; inhibition, % at 10 µM; hit rate 1.4% among 360,000; AID 602449;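 active = inhibition of 50% or more, scaled per plate between neutral and stimulator controls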;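 note: 0% = DMSO wells given calcium and 100% = 1 mM EGTA wells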
SENP7 inh: blocks the human protease SENP7 | hit rate 1.5% among 330,000 | AID 434973 | inhibition, % at 5 µM | recombinant SENP7, Z-RLRGG-aminoluciferin luminescence, 40 min;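 active = inhibition above about 50% at the single test dose, limit read from the data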;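 note: plate controls were DMSO with enzyme for no effect and no enzyme buffer wells for full effect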
SENP6 inh: SENP6 protease inhibition | Q9GZR1 | Recombinant SENP6 catalytic domain, aminoluciferin luminescence | inhibition, % at 10 µM | hit rate 1.8% among 330,000;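 active = inhibition above about 50% at the single tested dose, limit read from the data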;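 note: plate controls were DMSO wells with enzyme for no effect and DMSO wells lacking enzyme for full effect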
ATG4B inh: ATG4B (human) cysteine protease inhibition | ATG4B cleavage of LC3-PLA2, NBD-HPC fluorescence, 1 h | inhibition, % at 8.33 µM | AID 504462 | hit rate 0.51% among 340,000 | Q9Y4P1; in the data active = inhibition above about 40%
PfGluPho inh: PfG6PD (Plasmodium falciparum) enzyme inhibition. PfGluPho enzyme, NADPH resazurin-diaphorase fluorescence. inhibition, % at 20 µM. hit rate 0.78% among 350,000;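 active = inhibition reaching at least a set limit at 20 µM in the primary screen, cut at about 59% in these data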;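 note: 0% = DMSO wells with substrate and 100% = DMSO wells lacking glucose-6-phosphate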
SENP8 inh: inhibitors of human SENP8 protease | recombinant SENP8, Nedd8 substrate fluorescence | Q96LD8 | hit rate 0.64% among 360,000 | inhibition, % at 20 µM; in the data active = inhibition mostly above about 40%, no sharp cut-off; inactive = mostly below about 27%
GRIN3A LBD mod: modulates the human NR3A ligand-binding domain; Tm shift relative to glycine control, % at 25 µM; NR3A LBD differential scanning fluorimetry, Tm shift; 0% = protein alone, 100% = glycine-bound protein; hit rate 2.5% among 340,000; AID 1259313;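 active = melting temperature shift of at least 10% of the positive control shift, at one fixed dose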
* hit, by the source's call.

How did O=S(=O)(NCCSCc1ccc(Cl)cc1Cl)c1ccc2c(c1)OCCO2 do in these assays?
HKDC1 inh: 0; MPTP block: -2.9; SENP7 inh: 11; SENP6 inh: -10; ATG4B inh: -5; PfGluPho inh: 12; SENP8 inh: 15; GRIN3A LBD mod: -10

What do the screens show for `CCCN1CCC(=NNc2ccc(S(=O)(=O)N(CC)CC)cc2[N+](=O)[O-])CC1`?
HKDC1 inh: -1; MPTP block: 2.1; SENP7 inh: 0; SENP6 inh: -15; ATG4B inh: -6; PfGluPho inh: -2; SENP8 inh: 29; GRIN3A LBD mod: 2

What do the screens show for `COc1cc(OC)nc(NC(=O)COC(=O)C2CCCCC2)n1`?
HKDC1 inh: -4; MPTP block: 0.9; SENP7 inh: 4; SENP6 inh: -11; ATG4B inh: -4; PfGluPho inh: -9; SENP8 inh: 14; GRIN3A LBD mod: 2

How did CC12CCC(C(=O)NNC(=O)c3ccc(Br)cc3)(OC1=O)C2(C)C (stereo unspecified) do in these assays?
HKDC1 inh: -3; MPTP block: 1.2; SENP7 inh: -5; SENP6 inh: 9; ATG4B inh: -6; PfGluPho inh: 0; SENP8 inh: 12; GRIN3A LBD mod: -1

What do the screens show for `N#CCC(=O)Nc1ccc(C(=O)NCC(c2ccco2)N2CCCCC2)cc1` (stereo unspecified)?
HKDC1 inh: 0; MPTP block: -1.6; SENP7 inh: -4; SENP6 inh: 2; ATG4B inh: -2; PfGluPho inh: -7; SENP8 inh: -26; GRIN3A LBD mod: -3

Results for CC(C)(C)c1cc(NS(=O)(=O)c2ccc(Br)s2)no1 ?
HKDC1 inh: -2; MPTP block: -0.8; SENP7 inh: 5; SENP6 inh: -4; ATG4B inh: 6; PfGluPho inh: -10; SENP8 inh: -3; GRIN3A LBD mod: 0

What do the screens show for `O=C1COc2ccc(NC(=O)c3ccccc3C(=O)O)cc2N1`?
HKDC1 inh: 0; MPTP block: 0.2; SENP7 inh: 2; SENP6 inh: 7; ATG4B inh: 8; PfGluPho inh: 7; SENP8 inh: 10; GRIN3A LBD mod: 0

How did COc1ccc(C(=O)NC(=S)Nc2ccc(CN3CCOCC3)cc2)cc1 do in these assays?
HKDC1 inh: -1; MPTP block: 1.7; SENP7 inh: 2; SENP6 inh: 0; ATG4B inh: -9; PfGluPho inh: 10; SENP8 inh: 21; GRIN3A LBD mod: 2

Results for c1ccc(CN2CCN(c3nc4ccccc4n4cnnc34)CC2)cc1 ?
HKDC1 inh: -3; MPTP block: -2.7; SENP7 inh: 10; SENP6 inh: 9; ATG4B inh: 3; PfGluPho inh: 13; SENP8 inh: -26; GRIN3A LBD mod: 2

Results for C/C(=N\NC(=O)C(N)=O)c1ccc(O)cc1O ?
HKDC1 inh: -13; MPTP block: -3.6; SENP7 inh: -10; SENP6 inh: 4; ATG4B inh: -3; PfGluPho inh: -22; SENP8 inh: -16; GRIN3A LBD mod: 0

How did Fc1cccc(-c2cc3nc4c(c(N5CCC6(CC5)OCCO6)n3n2)CCCC4)c1 do in these assays?
HKDC1 inh: 4; MPTP block: 1.2; SENP7 inh: -1; SENP6 inh: -10; ATG4B inh: -1; PfGluPho inh: 22; SENP8 inh: -282; GRIN3A LBD mod: -1

How did N#Cc1ccccc1NC(=O)C1SC(=Nc2ccccc2)C(C(=O)Nc2ccc(Cl)cc2)=C1N (stereo unspecified) do in these assays?
HKDC1 inh: -5; MPTP block: 62*; SENP7 inh: 14; SENP6 inh: -5; ATG4B inh: -3; PfGluPho inh: -16; SENP8 inh: -29; GRIN3A LBD mod: 22*

How did CCN(CC)CCN1C(=O)C(O)=C(C(=O)c2cccs2)C1c1ccc(C)o1 (stereo unspecified) do in these assays?
HKDC1 inh: 0; MPTP block: 0.0; SENP7 inh: -5; SENP6 inh: 0; ATG4B inh: -3; PfGluPho inh: -7; SENP8 inh: 7; GRIN3A LBD mod: -1

Results for CCc1noc(C)c1C(=O)N(CC)c1nc2c(C)cccc2s1 ?
HKDC1 inh: -2; MPTP block: 1.1; SENP7 inh: -7; SENP6 inh: 5; ATG4B inh: -8; PfGluPho inh: 13; SENP8 inh: 7; GRIN3A LBD mod: -1

How did Cc1ccc(C(=O)Nc2ccc(N3CCN(C)CC3)cc2)cc1C do in these assays?
HKDC1 inh: -2; MPTP block: 1.0; SENP7 inh: 1; SENP6 inh: 2; ATG4B inh: 1; PfGluPho inh: 6; SENP8 inh: 16; GRIN3A LBD mod: 2

What do the screens show for `COCCN(C(=S)Nc1ccc(OC)cc1)C1CCN(C(C)C)CC1`?
HKDC1 inh: -10; MPTP block: 0.0; SENP7 inh: 4; SENP6 inh: 9; ATG4B inh: 12; PfGluPho inh: -5; SENP8 inh: 2; GRIN3A LBD mod: 0

How did N#Cc1ccc(S(=O)(=O)N2CCC(N3CCCCC3)CC2)cc1 do in these assays?
HKDC1 inh: -4; MPTP block: 0.4; SENP7 inh: -6; SENP6 inh: -44; ATG4B inh: 5; PfGluPho inh: 1; SENP8 inh: 16; GRIN3A LBD mod: -1

Results for CCn1c(CNC(=O)COc2c(C)cccc2C)nnc1SCC(=O)Nc1nccs1 ?
HKDC1 inh: -3; MPTP block: -0.8; SENP7 inh: 0; SENP6 inh: -1; ATG4B inh: 4; PfGluPho inh: -34; SENP8 inh: 18; GRIN3A LBD mod: 0

What do the screens show for `Cc1ccc(P(=O)(CO)c2ccc(C)cc2)cc1`?
HKDC1 inh: 2; MPTP block: -0.4; SENP7 inh: 7; SENP6 inh: 4; ATG4B inh: -10; PfGluPho inh: -10; SENP8 inh: 2; GRIN3A LBD mod: -2

How did O=C(NC(NCc1ccccc1)C(Cl)(Cl)Cl)c1cccnc1 (stereo unspecified) do in these assays?
HKDC1 inh: -3; MPTP block: 0.3; SENP7 inh: -2; SENP6 inh: -16; ATG4B inh: -12; PfGluPho inh: -3; SENP8 inh: -3; GRIN3A LBD mod: -2

Results for COc1ccc(NC(=S)N2CCC(c3nc4ccccc4[nH]3)CC2)c(OC)c1 ?
HKDC1 inh: -6; MPTP block: -0.4; SENP7 inh: 0; SENP6 inh: 5; ATG4B inh: -13; PfGluPho inh: -4; SENP8 inh: 10; GRIN3A LBD mod: 2

Results for CCNC(=S)N1CCN(CCN=CC2=C(O)CC(c3cccs3)CC2=O)CC1 (stereo unspecified) ?
HKDC1 inh: -7; MPTP block: 0.3; SENP7 inh: 12; SENP6 inh: 4; ATG4B inh: -11; PfGluPho inh: -1; SENP8 inh: 13; GRIN3A LBD mod: 0

How did O=C(O)c1ccc(CSc2nc(-c3ccccc3)cc(C(F)(F)F)n2)cc1 do in these assays?
HKDC1 inh: -6; MPTP block: -0.2; SENP7 inh: 0; SENP6 inh: -7; ATG4B inh: 6; PfGluPho inh: -33; SENP8 inh: 6; GRIN3A LBD mod: 10

What do the screens show for `O=C(CCc1nnc(C2CCCCC2)o1)N1CCN(c2ccccc2F)CC1`?
HKDC1 inh: 0; MPTP block: 1.4; SENP7 inh: -1; SENP6 inh: 12; ATG4B inh: 4; PfGluPho inh: -7; SENP8 inh: 14; GRIN3A LBD mod: -1

Results for CN1C(=O)NC(c2ccc(O)cc2)C2=C1CN(c1cccc3ccccc13)C2=O (stereo unspecified) ?
HKDC1 inh: -10; MPTP block: 0.5; SENP7 inh: 1; SENP6 inh: 3; ATG4B inh: -2; PfGluPho inh: 18; SENP8 inh: -10; GRIN3A LBD mod: -1

How did Cc1ccc(C(=O)O)cc1N1C(=O)c2cccc3c([N+](=O)[O-])ccc(c23)C1=O do in these assays?
HKDC1 inh: 14; MPTP block: 1.3; SENP7 inh: 3; SENP6 inh: 18; ATG4B inh: 9; PfGluPho inh: 40; SENP8 inh: -431; GRIN3A LBD mod: 4

What do the screens show for `Cc1c(Nc2nc3ccccc3nc2NS(=O)(=O)c2cccs2)c(=O)n(-c2ccccc2)n1C`?
HKDC1 inh: 13; MPTP block: 1.2; SENP7 inh: 4; SENP6 inh: 5; ATG4B inh: 8; PfGluPho inh: -9; SENP8 inh: -5; GRIN3A LBD mod: 1

What do the screens show for `CCOC(=O)C1CCN(C(=O)COc2cc(C)c(Br)cc2C)CC1`?
HKDC1 inh: -9; MPTP block: -1.2; SENP7 inh: -6; SENP6 inh: -40; ATG4B inh: 0; PfGluPho inh: -30; SENP8 inh: 6; GRIN3A LBD mod: -2

How did C=CCn1c(SCC(=O)NC2CCCCC2)nnc1C(C)NC(=O)c1cccs1 (stereo unspecified) do in these assays?
HKDC1 inh: -11; MPTP block: -0.6; SENP7 inh: -3; SENP6 inh: 7; ATG4B inh: -6; PfGluPho inh: -2; SENP8 inh: 5; GRIN3A LBD mod: -1

Results for COC(=O)c1cccc(NC(=O)CCc2cc(OC)c(OC)c(OC)c2)c1 ?
HKDC1 inh: -10; MPTP block: 0.0; SENP7 inh: -2; SENP6 inh: 9; ATG4B inh: -2; PfGluPho inh: 3; SENP8 inh: 10; GRIN3A LBD mod: 0

How did CCOc1cc(C2NC(=O)NC2=O)ccc1O (stereo unspecified) do in these assays?
HKDC1 inh: -13; MPTP block: 0.6; SENP7 inh: -2; SENP6 inh: 4; ATG4B inh: 0; PfGluPho inh: -54; SENP8 inh: 22; GRIN3A LBD mod: 2

What do the screens show for `Cc1c(C(=O)NCCN2CCOCC2)oc2ccc(S(=O)(=O)N3CCCCCC3)cc12`?
HKDC1 inh: 0; MPTP block: -1.1; SENP7 inh: -8; SENP6 inh: -13; ATG4B inh: -12; PfGluPho inh: -23; SENP8 inh: 0; GRIN3A LBD mod: 0

What do the screens show for `O=c1c2ccccc2oc2ccc(C#CC3(O)CCCCC3)cc12`?
HKDC1 inh: 1; MPTP block: 0.0; SENP7 inh: 89*; SENP6 inh: 94*; ATG4B inh: -8; PfGluPho inh: 25; SENP8 inh: -215; GRIN3A LBD mod: -13

What do the screens show for `CC(C(=O)NCC1CCCO1)N1C(=O)C2C3CC(C(Br)C3Br)C2C1=O` (stereo unspecified)?
HKDC1 inh: -6; MPTP block: 1.7; SENP7 inh: -1; SENP6 inh: -8; ATG4B inh: -6; PfGluPho inh: 0; SENP8 inh: 5; GRIN3A LBD mod: -1

Some of these compounds in order of heavy-atom count, highest first:
What do the screens show for `Cc1c(C(=O)NCCN2CCOCC2)oc2ccc(S(=O)(=O)N3CCCCCC3)cc12`?
HKDC1 inh: 0; MPTP block: -1.1; SENP7 inh: -8; SENP6 inh: -13; ATG4B inh: -12; PfGluPho inh: -23; SENP8 inh: 0; GRIN3A LBD mod: 0

How did Cc1ccc(C(=O)O)cc1N1C(=O)c2cccc3c([N+](=O)[O-])ccc(c23)C1=O do in these assays?
HKDC1 inh: 14; MPTP block: 1.3; SENP7 inh: 3; SENP6 inh: 18; ATG4B inh: 9; PfGluPho inh: 40; SENP8 inh: -431; GRIN3A LBD mod: 4

Results for COC(=O)c1cccc(NC(=O)CCc2cc(OC)c(OC)c(OC)c2)c1 ?
HKDC1 inh: -10; MPTP block: 0.0; SENP7 inh: -2; SENP6 inh: 9; ATG4B inh: -2; PfGluPho inh: 3; SENP8 inh: 10; GRIN3A LBD mod: 0

What do the screens show for `CC(C(=O)NCC1CCCO1)N1C(=O)C2C3CC(C(Br)C3Br)C2C1=O` (stereo unspecified)?
HKDC1 inh: -6; MPTP block: 1.7; SENP7 inh: -1; SENP6 inh: -8; ATG4B inh: -6; PfGluPho inh: 0; SENP8 inh: 5; GRIN3A LBD mod: -1

What do the screens show for `CCOC(=O)C1CCN(C(=O)COc2cc(C)c(Br)cc2C)CC1`?
HKDC1 inh: -9; MPTP block: -1.2; SENP7 inh: -6; SENP6 inh: -40; ATG4B inh: 0; PfGluPho inh: -30; SENP8 inh: 6; GRIN3A LBD mod: -2

How did CCOc1cc(C2NC(=O)NC2=O)ccc1O (stereo unspecified) do in these assays?
HKDC1 inh: -13; MPTP block: 0.6; SENP7 inh: -2; SENP6 inh: 4; ATG4B inh: 0; PfGluPho inh: -54; SENP8 inh: 22; GRIN3A LBD mod: 2
